# Compound activity as filed in PubChem.
# Vif-APOBEC3G blk: inhibitors of Vif-APOBEC3G interaction. 0.076% of 410,000 active. AID 602310. Potency, µM (titrated, usually from 46.1 µM), for the others: top-dose activity, negative = active, usual class: inhibitors. HeLa A3G-eYFP + Vif (tagged APOBEC3G with the HIV-1 protein that degrades it), YFP fluorescence, overnight;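 note: potency is the fitted concentration of half-maximal effect; % is set by controls: 0 for no effect and ±100 for the full control effect; nearly all actives have a fitted effect of over 60% in size; hits raise eYFP signal because A3G escapes Vif-driven loss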
# Target sequence (Q9HC16 whole entry, looked up): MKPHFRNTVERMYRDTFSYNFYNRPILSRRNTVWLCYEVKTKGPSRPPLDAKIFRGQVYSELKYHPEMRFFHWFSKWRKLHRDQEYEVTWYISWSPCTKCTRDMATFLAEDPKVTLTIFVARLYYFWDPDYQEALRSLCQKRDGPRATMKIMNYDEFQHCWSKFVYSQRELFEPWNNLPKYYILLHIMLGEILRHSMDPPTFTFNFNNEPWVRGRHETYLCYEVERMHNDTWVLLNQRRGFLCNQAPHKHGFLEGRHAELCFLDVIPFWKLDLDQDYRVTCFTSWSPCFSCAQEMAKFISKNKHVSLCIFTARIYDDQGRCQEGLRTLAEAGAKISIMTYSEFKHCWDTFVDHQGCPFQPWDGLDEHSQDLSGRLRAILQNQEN
#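 HeLa cells stably expressing Vif and C-terminally eYFP-tagged A3G, seeded overnight at 37 deg C, then exposed to compound by pintool overnight at 37 deg C. Rise in yellow fluorescence (Ex 488/Em 500-530, Acumen) marks blocked Vif-driven A3G degradation.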
# D2 PAM: D2 dopamine receptor (human) potentiation. 0.34% of 340,000 active. potentiation, % at 10 µM. P14416. HEK293 T-REx D2, calcium flux, EC20 dopamine potentiation;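 active = potentiation over 3 SD above the plate norm, cut at about 30% in these data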; note: 0% is about no effect
#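 Using a no-wash calcium dye in inducible, force-coupled HEK293 Trex cells expressing D2, we tracked fluorescence each second for 180 s after compound, then for 180 s after EC20 dopamine to detect augmented signalling.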
# D1 agonist: human D1 receptor agonism; 1% of 360,000 active; activation, % at 2 µM; HEK293 T-REx D1 cells, calcium flux, agonist mode; in the data active = activation above about 30%; note: 0% is about no effect
#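 Inducible HEK293 T-REx D1 cells, force-coupled to calcium signalling, were plated at 4000 cells/well with tetracycline and held overnight at 30 C. After no-wash calcium dye loading, compound-evoked calcium rise over 180 s flagged agonists.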
# RXFP1 agonist: RXFP1 (human) receptor agonism | HEK293T-RXFP1 cAMP TR-FRET, 30 min; response scale: percent of porcine relaxin response, buffer zero | Q9HBX9 | 0.3% of 370,000 active | AID 2676 | Potency, µM (doses to about 57.5 µM), inactives show top-dose activation, hits mostly activators; note: potency is the fitted concentration of half-maximal effect; % is set by controls: 0 for no effect and ±100 for the full control effect; nearly all actives have a fitted effect of over 60% in size; many of its hits are not listed in these tables
# Target sequence (Q9HBX9 whole entry, looked up): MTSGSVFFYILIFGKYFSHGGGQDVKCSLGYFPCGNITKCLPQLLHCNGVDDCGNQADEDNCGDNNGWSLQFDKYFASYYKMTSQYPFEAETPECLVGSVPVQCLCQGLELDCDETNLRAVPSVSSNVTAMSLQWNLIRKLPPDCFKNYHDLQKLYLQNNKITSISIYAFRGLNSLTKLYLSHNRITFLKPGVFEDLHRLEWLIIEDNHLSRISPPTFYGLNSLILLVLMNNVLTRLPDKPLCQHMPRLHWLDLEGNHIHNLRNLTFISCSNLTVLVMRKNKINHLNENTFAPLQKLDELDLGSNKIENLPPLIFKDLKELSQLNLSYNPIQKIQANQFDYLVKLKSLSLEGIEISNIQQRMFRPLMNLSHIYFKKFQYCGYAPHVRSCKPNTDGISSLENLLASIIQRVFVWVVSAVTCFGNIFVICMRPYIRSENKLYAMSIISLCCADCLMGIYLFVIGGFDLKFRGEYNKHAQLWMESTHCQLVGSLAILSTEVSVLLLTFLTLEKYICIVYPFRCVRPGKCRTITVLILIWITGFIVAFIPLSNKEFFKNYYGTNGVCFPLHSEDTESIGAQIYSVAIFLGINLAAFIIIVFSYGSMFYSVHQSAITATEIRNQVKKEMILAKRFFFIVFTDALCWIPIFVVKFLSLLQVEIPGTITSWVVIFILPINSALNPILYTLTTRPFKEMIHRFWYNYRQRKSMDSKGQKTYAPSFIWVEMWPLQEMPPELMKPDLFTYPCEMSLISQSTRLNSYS
#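 Agonist response is measured as cAMP accumulation in an RXFP1-transfected HEK293T line under PDE4 inhibition. Values are scaled between buffer-only and 29 nM porcine relaxin, and EC50s come from standard Hill equation fits.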
# Glioma ERSR ind: ER stress response induction in glioma | U87-MG GRP78 promoter luciferase reporter, 16 h | Potency, µM, without a hit: top-dose activation, most hits filed as activators | 0.02% of 420,000 active | AID 602332; note: potency is the fitted concentration of half-maximal effect; series mostly up to about 76 µM; % of control where 0% means no effect; nearly all actives have a fitted effect of over 35% in size
#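 Stably transfected U87-MG glioma cells carrying a GRP78-based luciferase sensor; 16 h compound incubation. Luminescence end-point read 10 min after Bright-Glo addition at room temperature.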
# Vif-APOBEC3F blk: Vif-A3F binding inhibition; HeLa A3F-eYFP + Vif (tagged APOBEC3F with the HIV-1 protein that degrades it), YFP fluorescence increase; Potency, µM (top dose mostly 46.1 µM), inactives show top-dose activity, negative = active; 0.2% of 390,000 active; AID 602313; note: potency is the fitted concentration of half-maximal effect; % of control where 0% means no effect; nearly all actives have a fitted effect of over 65% in size
#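 HeLa cells stably expressing A3F-eYFP plus Vif, plated and incubated overnight at 37 deg C, then exposed to compounds overnight at 37 deg C. Blocked degradation read as raised yellow fluorescence (Ex 488/Em 500-530).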
# D1 antagonist: human D1 dopamine receptor antagonism; P21728; HEK293 TREx D1 cells, calcium flux, dopamine EC80; hits give low values; activity change, negative = inhibition, % at 10 µM; 3.2% of 360,000 active; in the data active = activity change below about -30%; note: % is set by controls: 0 for no effect and ±100 for the full control effect
#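 Compound effects on dopamine-evoked calcium signalling were measured in tetracycline-induced HEK293 Trex D1 cells. Dopamine at EC80 followed a 180 s compound pre-read, and fluorescence was tracked kinetically for 180 s more.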
# D1 potentiator: potentiators of human D1 dopamine receptor; AID 504651; 0.036% of 360,000 active; potentiation, % at 10 µM; P21728; HEK293 TREx D1 cells, calcium flux, dopamine EC20 potentiation; in the data active = potentiation above about 30%; note: 0% is about no effect
# LDHA inh: blocks human lactate dehydrogenase A; activity change, % (values are at about 110 or 230 µM); AID 1347041; purified LDHA, NADH/diaphorase-resazurin fluorescence; hits give low values; 0.15% of 480,000 active; in the data active = activity change below about -30%; inconclusive = mostly about -25% to -30%;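 note: plate controls were DMSO wells for no effect and wells without enzyme for full effect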
#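 Enzyme activity of human lactate dehydrogenase 5 (2 nM; 0.06 mM NADH, 0.2 mM pyruvate, 5 min, RT) is measured via a resazurin/diaphorase fluorescence readout of residual NADH.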
# Starred values were filed as active, the others as inactive; u = inconclusive; x = not tested or not shown; [ ] = dose if it differs, or a comment. Unless noted, calls come from the whole dose curve; as a rule, active = well fitted curve in the direction sought with a large enough effect; inconclusive = small, poorly fitted or top-dose-only effect, or another doubt; inactive = no such curve, though single readings can be large; an effect the other way counts as inactive or inconclusive. Some of the compounds tested; count on the stated rates, not on these rows.
no.	SMILES	Glioma ERSR ind	Vif-APOBEC3G blk	Vif-APOBEC3F blk	LDHA inh	D1 potentiator	D1 agonist	D1 antagonist	D2 PAM	RXFP1 agonist
1	CC(=O)c1ccc(NC(=O)c2ccc(-n3cnnn3)cc2)cc1	1%	0%	-1%	-8	-1	6	-7	3	u
2	COC(=O)c1ccc(COC(=O)C(CCSC)NC(=O)COc2ccccc2)cc1 (centres undefined)	-4%	0%	3%	-7	-4	3	-3	13	1.1%
3	CC1(C)Cc2c(sc(NC(=O)c3ccc(C(=O)c4ccccc4)cc3)c2C#N)C(C)(C)N1	-4%	-7%	-4%	-6	-2	14	-3	-12	-2.4%
4	CCCCC(=O)c1ccc(OC(=O)c2ccc([N+](=O)[O-])cc2)cc1	-3%	0%	2%	-5	x	x	x	x	x
5	O=C(Cn1ncc2c3ccccc3n(Cc3ccc(Cl)cc3)c2c1=O)NCCCc1ccccc1	-3%	-4%	5%	3	4	7	11	-1	-0.3%
6	Cc1cc(C)cc(NC(=O)CSc2nnc(C3CC3)n2CC2CCCO2)c1 (centres undefined)	-5%	0%	-7%	1	3	2	-6	-2	1.0%
7	O=c1nc2ccc(Cl)cn2c2ccc(S(=O)(=O)N3CCOCC3)cc12	-3%	1%	8%	0	-5	0	-1	-8	17%
8	CCn1c(SCC(=O)Nc2ccccc2F)nc2c(c1=O)SC(C)C2 (centres undefined)	-4%	-4%	-8%	-5	-6	5	-7	14	2.3%
9	CCOc1ccc(NC(=O)CC2C(=O)N(c3ccc(OC)cc3)C(=O)N2C2CCCCC2)cc1 (centres undefined)	-5%	4%	1%	0	3	0	-10	-6	12%
10	CC(C)(C)C1CCc2nc(NC(=O)COc3ccc(F)cc3)sc2C1 (centres undefined)	0%	-5%	-2%	1	-2	0	-6	1	-1.0%
11	CN(CC(=O)Nc1ccc(F)c(F)c1F)C(=O)CCc1nc2sc3c(c2c(=O)[nH]1)CCCC3	2%	-1%	-17%	-3	7	4	4	-2	3.4%
12	Cn1cc([N+](=O)[O-])c(C(=O)Nc2cc(Oc3ccccc3)cc([N+](=O)[O-])c2)n1	-14%	-18%	-25%	3	-7	2	-10	-9	-0.7%
13	CCOC(=O)CNC(=O)N1CCCC(CNS(=O)(=O)Cc2ccccc2)C1 (centres undefined)	-4%	1%	4%	-7	-9	1	3	-3	0.8%
14	Cc1cccc(-c2nc3c(s2)CCc2onc(-c4ccc(Br)cc4)c2-3)c1	1%	2%	-5%	-5	-5	3	-6	-2	0.3%
15	COC(=O)c1sccc1NC(=O)CC1C(=O)NCCN1C(=O)c1ccc(C)c(C)c1 (centres undefined)	-11%	1%	-14%	-6	-1	2	-13	8	1.6%
16	C[N+]1(CC(O)COc2ccccc2)CCN(C(=O)c2ccc([N+](=O)[O-])cc2)CC1 (centres undefined)	-4%	2%	-9%	-16	-8	0	0	0	0.1%
17	COC(=O)[C@H](Cc1ccccc1)N(Cc1ccccc1)S(=O)(=O)N(Cc1ccccc1)[C@@H](Cc1ccccc1)C(=O)OC	-6%	2%	9%	-2	x	x	x	x	x
18	CCOC(=O)N1CCN(CC(=O)Nc2ccc(C)c(Br)c2)CC1	-1%	1%	-13%	-14	0	3	4	-1	1.9%
19	CCn1cc(C(=O)NCc2cccc(F)c2)c(=O)c2cc(F)c(N3CCN(C(=O)c4ccco4)CC3)cc21	-3%	-1%	-12%	-2	0	7	-9	1	-0.5%
20	COc1ccc2[nH]c(=O)c(CN(CCO)S(=O)(=O)c3ccc(C)cc3)cc2c1	-4%	-4%	1%	-4	-3	1	-10	-4	-0.2%

# More structures.
no.	SMILES	Glioma ERSR ind	Vif-APOBEC3G blk	Vif-APOBEC3F blk	LDHA inh	D1 potentiator	D1 agonist	D1 antagonist	D2 PAM	RXFP1 agonist
21	CCCN(CCC)CCNS(=O)(=O)c1ccc2c(c1)oc(=O)n2C	-4%	-5%	3%	-2	-6	3	-9	8	-0.5%
22	Cc1nnc(SCc2c(Cl)cccc2Cl)s1	8%	-7%	-4%	-3	0	1	-4	5	-0.3%
23	c1ccc(C2[C@H]3CN(Cc4cccnc4)[C@H](c4ccccc4)C34CC2(c2ccccc2)C4)cc1 (some centres undefined)	-5%	u	0%	-2	7	4	5	15	8.2%
24	CC(=O)Nc1ccc(NC(=O)C2CCCN2C(=O)Nc2ccc(F)c([N+](=O)[O-])c2)cc1 (centres undefined)	-3%	3%	8%	-4	-7	1	-6	-7	3.7%
25	Cc1ccc(NC(=O)C2CCCN(S(=O)(=O)c3cccnc3)C2)cc1C (centres undefined)	-1%	0%	-2%	-1	-5	6	-21	0	-0.6%
26	CC(=O)N1c2ccccc2NC2=C(C(=O)CC(C)(C)C2)C1c1cccn1C (centres undefined)	2%	-4%	7%	-2	-8	4	-20	0	3.2%
27	CC(OC(=O)c1ccc(O)cc1)C(=O)Nc1nc(-c2ccccc2)cs1 (centres undefined)	3%	1%	0%	-4	2	18	-10	8	-0.2%
28	CCOC(=O)C1CCN(c2nc3ccccc3nc2Cl)CC1	-3%	1%	-4%	1	0	3	-30	-2	7.2%
29	COc1ccc(-c2csc(NC(CO)c3nc4ccccc4n3CCOCCO)n2)cc1 (centres undefined)	5%	-8%	0%	5	x	x	x	x	x
30	CCCn1nnnc1SCC(=O)Nc1ccc(F)cc1	-1%	5%	-29%	-1	-4	-1	-4	-15	-0.1%
31	CCOc1ccccc1C=NNc1ccc([N+](=O)[O-])cn1	-3%	-4%	u	-3	x	x	x	x	x
32	Cc1cc(C)cc(S(=O)(=O)c2cn(C)c3cc(N4CCN(C)CC4)c(F)cc3c2=O)c1	0%	0%	0%	-7	-3	0	9	-5	-0.1%
33	COc1cc2c(cc1OC)C(c1cccc(Br)c1)CC(=O)N2 (centres undefined)	-4%	1%	-3%	-2	-9	1	-21	-3	4.3%
34	C[C@@H]1CN([C@@H](C)CO)C(=O)c2cc(NC(=O)Nc3ccc4c(c3)OCO4)ccc2O[C@H]1CN(C)S(=O)(=O)c1cn(C)cn1	-2%	-5%	-3%	1	x	x	x	x	x
35	O=C(CCc1ccccc1)Nc1ccc(F)c([N+](=O)[O-])c1	2%	-1%	-24%	-1	-3	10	-18	-12	-0.6%
36	CC/C(=N\NC(=O)c1ccoc1C)c1ccc(C)o1	-1%	-4%	9%	-9	-6	3	-4	5	-0.2%
37	COc1ccc2c(c1)N(S(=O)(=O)c1ccccc1)CCC2=O	-3%	2%	-2%	-6	-9	0	-13	-10	1.0%
38	Cc1ccc(S(=O)(=O)N(Cc2ccc([N+](=O)[O-])cc2)C(=O)N2CCN(C)CC2)cc1	-1%	-4%	5%	1	0	0	-4	4	-0.3%
39	Cc1cc(C)n(CC(=O)Nc2ccccc2)n1	-8%	3%	1%	-13	-5	1	-17	13	0.0%
40	N=c1n(CCN2CCCCC2)c2ccccc2n1CC(O)c1ccco1 (centres undefined)	-4%	5%	-7%	3	0	3	0	-11	-1.0%

# Remaining list, next part.
no.	SMILES	Glioma ERSR ind	Vif-APOBEC3G blk	Vif-APOBEC3F blk	LDHA inh	D1 potentiator	D1 agonist	D1 antagonist	D2 PAM	RXFP1 agonist
41	CC(C)COc1ccc(C(=O)OCCN2CCCCC2)cc1	2%	0%	-21%	-1	-9	12	-4	-8	-0.5%
42	CCOC(=O)CSc1nc2ccccc2c(=O)n1CC1CCCO1 (centres undefined)	-2%	2%	1%	-5	2	-1	-12	-4	0.9%
43	O=C1C=C(Nc2ccccc2C(=O)O)c2ccccc2C1=O	-2%	-11%	7%	11	-3	1	5	5	-68%[inhibitor]
44	O=C(NCCCN1CCOCC1)C1Cc2c(ccc3ccccc23)O1 (centres undefined)	2%	0%	u	-2	-5	4	21	3	3.8%
45	COc1ccccc1CNC(=O)COC(=O)Cc1ccc(Cl)cc1	-3%	2%	2%	1	7	0	9	-2	-0.4%
46	O=[N+]([O-])c1cccc2c(N3CCOCC3)ccnc12	1%	2%	-5%	-2	-3	6	x	-7	2.6%
47	NC12CC3CC(C1)CC(CC(=O)O)(C3)C2	0%	5%	-28%	-6	-3	3	4	-5	-0.1%
48	Cc1nc(=O)c(-c2ccccc2)c(C)n1CC1CCCO1 (centres undefined)	-4%	-8%	-1%	1	-8	3	-6	-8	0.1%
49	CCc1c(C)c2ccc(OCC(N)=O)cc2oc1=O	1%	5%	-3%	2	-1	2	0	20	4.5%
50	CC(C)N1C(=O)c2ccccc2N(Cc2ccccc2)S1(=O)=O	-3%	-5%	4%	-1	-2	9	11	-2	-0.1%
51	O=C(NCCOc1ccc(Cl)cc1)c1cccc(S(=O)(=O)N2CCCC2)c1	-2%	6%	0%	-3	-4	4	3	-13	0.2%
52	COc1ccc(C(NC(=O)/C=C/c2ccco2)c2ccc(OC)c(OC)c2)cc1OC	-5%	2%	-1%	2	-4	3	-7	-4	-0.6%
53	CCC(C)c1ccccc1OCC(=O)NN1C(=O)c2ccccc2C1=O (centres undefined)	-2%	-5%	u	0	-19	0	-13	0	-4.4%
54	COc1ccc(NC(=O)Cc2ccc(C)c(C)c2)cc1Cl	3%	3%	-1%	-12	6	13	-22	2	-0.7%
55	CCOC(=O)c1ccccc1NC(=O)c1cccc(F)c1	-6%	-4%	-13%	3	1	1	4	5	1.8%
56	Cc1cc(C(=O)Nn2c(-c3ccncc3)nc3ccccc3c2=O)ccc1[N+](=O)[O-]	-1%	-1%	14%	-4	-5	2	8	x	0.4%
57	CC(c1ccon1)N(C)C(=O)c1ccc(OC2CCN(C(=O)C3CC3)CC2)cc1 (centres undefined)	-2%	-4%	-7%	1	-4	3	-5	2	0.0%

# Record cards (already shown):
# CCOC(=O)c1ccccc1NC(=O)c1cccc(F)c1 across the screens: Glioma ERSR ind = -6%; Vif-APOBEC3G blk = -4%; Vif-APOBEC3F blk = -13%; LDHA inh = 3; D1 potentiator = 1; D1 agonist = 1; D1 antagonist = 4; D2 PAM = 5; RXFP1 agonist = 1.8%
# Cc1cccc(-c2nc3c(s2)CCc2onc(-c4ccc(Br)cc4)c2-3)c1 across the screens: Glioma ERSR ind = 1%; Vif-APOBEC3G blk = 2%; Vif-APOBEC3F blk = -5%; LDHA inh = -5; D1 potentiator = -5; D1 agonist = 3; D1 antagonist = -6; D2 PAM = -2; RXFP1 agonist = 0.3%
